# SR-BI DiI-HDL act: SR-BI HDL lipid transfer activation | activation, % at 12.5 µM | CHO ldlA[mSR-BI] cells, DiI-HDL uptake fluorescence, 3 h; 100 = double the neutral-control signal | AID 504775 | actives 0.096% (n = 320,000);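 active = mean replicate activation of at least 60% and every replicate at or above 60%; inconclusive = mean or all-replicate condition met, but not both; inactive = mean below 60% and not all replicates reaching 60%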;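 also: 0% = median plate neutral-control signal and 100% = twice that signal; values of inactives mirror those of a sister screen read the other way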
#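 Test system: SR-BI-overexpressing, LDLR-lacking CHO cells; Also added: labelled HDL, 10 µg/mL; Measured by: bottom-read cell fluorescence after medium removal, ex 550/em 595 nm; Timing: 3 h uptake period with compound, 37 °C; Buffer or medium: F12, 0.5% BSA, 25 mM HEPES; Doses: single compound concentration, delivered by pin transfer.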
# CDK5 inh: blocks human CDK5/p35 kinase activity. Q00535+Q15078. Recombinant CDK5/p35, ADP-Glo luminescence, 60 min. inhibition, % at 10 µM. actives 0.01% (n = 330,000);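 active = highest replicate inhibition of at least 50% and at least 75% of replicates reaching 50%; inconclusive = only one of the two criteria met; inactive = both criteria failed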;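 also: plate controls were DMSO neutral control for no effect and GW8510 at 10 µM for full effect; many of its hits are not listed in these tables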
# Target sequence (Q00535 whole entry, looked up): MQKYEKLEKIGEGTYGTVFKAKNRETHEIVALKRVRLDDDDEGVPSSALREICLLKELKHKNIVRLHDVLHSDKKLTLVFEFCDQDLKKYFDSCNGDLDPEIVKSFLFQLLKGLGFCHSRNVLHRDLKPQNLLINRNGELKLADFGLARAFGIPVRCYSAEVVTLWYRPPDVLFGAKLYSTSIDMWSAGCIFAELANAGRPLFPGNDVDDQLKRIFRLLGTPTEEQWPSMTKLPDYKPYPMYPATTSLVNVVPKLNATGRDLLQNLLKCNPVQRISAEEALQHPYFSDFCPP
# Target sequence (Q15078 whole entry, looked up): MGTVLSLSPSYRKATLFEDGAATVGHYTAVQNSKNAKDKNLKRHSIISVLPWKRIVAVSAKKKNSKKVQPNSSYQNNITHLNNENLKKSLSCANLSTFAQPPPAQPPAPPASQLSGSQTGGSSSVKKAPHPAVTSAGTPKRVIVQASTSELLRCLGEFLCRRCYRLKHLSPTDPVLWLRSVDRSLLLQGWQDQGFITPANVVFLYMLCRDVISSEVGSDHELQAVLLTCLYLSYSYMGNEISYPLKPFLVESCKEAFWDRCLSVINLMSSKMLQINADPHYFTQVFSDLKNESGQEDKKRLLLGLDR
# MITF TRPM1 HTS: activators of MITF-driven TRPM1 promoter activity in SK-MEL-5 cells | activation, % at 12.5 µM | actives 0.75% (n = 300,000) | SK-MEL-5 TRPM1-promoter luciferase, 24 h; % of positive control, neutral wells = 0;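 active = mean activation of at least 80% with every replicate also reaching 80%; inconclusive = mean reaches 80% but some replicate falls short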;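 also: 0% = neutral control wells and 100% = parthenolide positive control wells; values of inactives mirror those of a sister screen read the other way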
# PvdQ inh: P. aeruginosa PvdQ acylase inhibition; purified PvdQ acylase, fluorescence plate reader; inhibition, % at 10 µM; actives 0.063% (n = 340,000); AID 488965; in the data active = inhibition above about 30%, passing the limit was not always enough; inconclusive = no clear call, values can overlap the other calls;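 also: 0% = vehicle neutral wells and 100% = reference inhibitor wells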
# dFosB activator: mouse delta FosB homodimer activation; P13346; purified delta FosB, TAMRA-CDK5 oligo fluorescence polarization; percent of positive-control signal above neutral wells; activation, % at 25 µM; actives 0.99% (n = 340,000);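 active = mean activation above about 17%, with every replicate also reaching it, limit read from the data, passing the limit was not always enough; inconclusive = only one of the two conditions met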;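 also: fluorescence polarization rise as delta FosB binds a TAMRA Cdk5 AP-1 oligo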
# Wnt bcat act: activators of Wnt/beta-catenin signaling | Wnt/beta-catenin reporter cell assay, activator, plate reader | actives 1.2% (n = 300,000) | AID 743398 | activation, % at 9.35 µM; in the data active = activation above about 30%, passing the limit was not always enough; inconclusive = no clear call, values can overlap the other calls;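 also: 0% = neutral control wells and 100% = positive control wells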
# HTR5A ag ctr: activates human HTR5A in OPRM1-OPRD1 agonist counter-screen. P47898. HTR5A agonist assay, luminescence, cell-based. activation, % at 9.3 µM. actives 0.61% (n = 340,000). AID 504692; in the data active = activation mostly above about 9.5%, no sharp cut-off; inactive = mostly below about 7.6%;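 also: 0% = cells with vehicle only and 100% = reference agonist; strong numbers were not always called active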
# RTF Ca sens act: increases calcium sensitivity of human cardiac regulated thin filaments | IANBD-labeled TnC RTF fluorescence at EC20 calcium; 0% EC20 calcium, 100% full calcium | activation, % at 7.2 µM | actives 0.24% (n = 340,000) | AID 493008 | P19429+P45379;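 active = activation above the mean over all tested compounds plus 3 SD, cut at about 30% in these data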;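 also: rise in fluorescence read as greater calcium sensitivity of cardiac thin filaments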
# Rtt109 HAT inh: inhibitors of Candida albicans Rtt109/Vps75 histone acetyltransferase | Q5AAJ8 | purified Rtt109/Vps75, ThioGlo CoA-SH fluorescence, 4 h | inhibition, % at 34.9 µM | actives 0.16% (n = 330,000) | AID 540336;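 active = inhibition of at least 50% in every replicate; inconclusive = best replicate reaches 50% inhibition but some replicates fall short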
# Target sequence (Q5AAJ8 whole entry, looked up): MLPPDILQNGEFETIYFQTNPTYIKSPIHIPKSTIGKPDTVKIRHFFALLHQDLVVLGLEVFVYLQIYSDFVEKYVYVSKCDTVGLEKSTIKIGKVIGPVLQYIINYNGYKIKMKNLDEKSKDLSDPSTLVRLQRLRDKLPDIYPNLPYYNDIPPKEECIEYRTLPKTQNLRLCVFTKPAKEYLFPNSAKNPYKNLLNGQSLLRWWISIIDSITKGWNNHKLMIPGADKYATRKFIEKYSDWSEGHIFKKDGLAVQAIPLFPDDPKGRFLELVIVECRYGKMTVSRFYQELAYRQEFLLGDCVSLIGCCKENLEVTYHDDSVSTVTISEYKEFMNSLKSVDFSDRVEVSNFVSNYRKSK
# SR-BI DiI inh: blocks mouse SR-BI lipid uptake from DiI-HDL. Q61009. ldlA[mSR-BI] CHO cells, DiI-HDL uptake fluorescence, 3 h. inhibition, % at 12.5 µM. actives 0.96% (n = 320,000);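 active = mean replicate inhibition of at least 70% and a set share of replicates each scoring 70 or more; inconclusive = meets just one of the two criteria; inactive = fails both criteria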;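 also: 0% = median of neutral control wells and 100% = median of positive control wells; values of inactives mirror those of a sister screen read the other way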
# Numbers without * were called inactive; u = inconclusive; x = no result given.
Structure	SR-BI DiI-HDL act	CDK5 inh	MITF TRPM1 HTS	PvdQ inh	dFosB activator	Wnt bcat act	HTR5A ag ctr	RTF Ca sens act	Rtt109 HAT inh	SR-BI DiI inh
O=C(O)c1ccc(C2SCC(=O)N2Cc2ccco2)cc1 (configuration not stated)	27	0.5	-1	-15	-5	-8	-1	4	-1	-27
O=C(CCc1nnc(COc2ccccc2)o1)NCc1ccc(Cl)s1	10	0.0	-7	4	1	-1	7	5	15	-10
CCOc1ccc(NC(=O)CN(C)C(=O)c2ccc3c(c2)C(=O)N(CCC(C)C)C3=O)cc1OCC	-78	-0.9	-6	-12	-22	1	6	4	-5	78*
COc1ccc(NC(=O)C2CCN(C(=O)Nc3ccccc3)CC2)cc1S(=O)(=O)N(C)C	-42	-0.5	20	-4	-2	-1	0	1	0	42
O=C(NC1CCCC1)C(c1cccs1)N(CC1CCCO1)C(=O)Cc1cccs1 (configuration not stated)	-8	2.7	3	-6	-12	-2	5	-1	0	8
Cc1ccc(C)c(NC(=O)CN(C)C(=O)c2ccc(S(=O)(=O)N(C)c3ccccc3)cc2)c1	-18	-0.3	-5	6	-10	-2	-1	0	6	18
CCOC(=O)C1CCCN(C(=O)Cn2c(=O)c3cccn3c3cccnc32)C1 (configuration not stated)	-3	-0.6	5	-7	1	-1	5	-2	1	3
COc1ccc(CN2CCNC(=O)C2CC(=O)N(C)Cc2nccs2)c(OC)c1 (configuration not stated)	30	1.6	19	-4	-6	-2	-1	-4	5	-30
COc1cc(C)c(Br)cc1S(=O)(=O)NCCCN1CCOCC1	-4	-1.8	6	-16	-2	-2	3	0	-11	4
Cc1ccc2[nH]c(=O)c(CN(c3cccc(C)c3C)S(=O)(=O)c3ccccc3)cc2c1	9	-1.1	-25	-9	1	x	3	-2	-3	-9
CCN1C(=O)C(O)(CC(=O)c2cccc(-n3cccc3)c2)c2ccccc21 (configuration not stated)	-11	-1.6	1	-8	3	-4	-1	2	7	11
CC(C(=O)OCC(=O)NC1CCCC1)N1C(=O)c2ccccc2C1=O (configuration not stated)	-2	-3.3	-2	-10	-7	-2	-1	-3	13	2
Cc1ccc(NS(=O)(=O)c2cccc(C(=O)N(C)Cc3cccs3)c2)cc1	13	-0.6	-1	-5	-3	1	3	2	2	-13
COc1cccc(N2CCN(c3c4c(nc5ncnn35)CCC4)CC2)c1	-16	-0.4	3	-8	-4	x	0	6	4	16
Cc1cccc(C(=O)NC2CCN(CC(=O)N3CCOCC3)CC2)c1	22	x	2	6	-8	x	1	-7	-1	-22
O=C(Nc1cccn2ncnc12)c1ccc(Cl)cc1	24	0.2	29	-2	2	6	-5	-1	-1	-24
CC(=O)c1ccc(-c2ccc(C(=O)NCC(c3ccco3)N(C)C)o2)cc1 (configuration not stated)	-52	-3.0	24	-12	-26	1	0	-3	-5	52
Cc1noc(NS(=O)(=O)c2ccc(NC(=O)CCn3c(=O)oc4ccccc43)cc2)c1C	20	0.3	-12	1	2	-5	-2	1	3	-20
Cc1ccnc(NC(=O)c2cccc(NC(=O)COc3ccccc3)c2)c1	-18	0.5	17	-7	-15	2	-5	-2	0	18
FC(F)Sc1ccc(NC2=NCCCCC2)cc1	9	0.4	x	-12	4	0	1	5	-2	-9
COc1ccc(-c2noc(-c3ccccc3C(=O)NCc3ccco3)n2)cc1	-28	-3.0	24	4	-10	5	-1	-3	-5	28
CC(=O)Nc1cccc(NC(=O)c2ccc3c(c2)CCN3S(=O)(=O)c2ccccc2)c1	-72	0.5	-2	-11	-14	1	3	-1	11	u
Cc1cc(C)nc(NS(=O)(=O)c2ccc(NC(=O)c3ccco3)cc2)n1	31	1.2	-8	-10	5	-1	-2	0	-2	-31
COc1ccc(C(Sc2ccccc2)c2ccccc2)cc1OC (configuration not stated)	30	-0.9	-4	-14	-5	1	2	1	-6	-30
Cn1c(SCCC(=O)O)nnc1-c1ccncc1	-12	0.8	1	-14	-1	x	4	-2	-1	12
O=C(CSc1nnc(-c2cccnc2)n1Cc1ccco1)c1ccc(Cl)cc1	x	-4.3	x	-20	-9	-2	-3	1	-36	x
CC(C)S(=O)(=O)C1=NSC2=NC(=O)/C(=C\c3ccc(-c4cccc(C(=O)O)c4)o3)C(=N)N21	15	-2.5	-12	9	-6	-1	4	14	3	-15
CCN(CC)C(=O)c1sc(NC(=O)Cc2ccc(OC)cc2)c(C#N)c1C	x	0.9	-4	-3	-5	x	6	11	-5	-40
COc1ccccc1CNS(=O)(=O)c1cc2c3c(c1)CCC(=O)N3CCC2	-4	-2.6	-5	3	4	-1	5	-5	-6	4
O=C(CN1C(=O)COc2ccc(S(=O)(=O)N3CCCC3)cc21)N1CCCC1	19	-1.5	-2	6	-2	-1	1	4	-2	-19

# In a second layout: results already given
# Below each SMILES: SR-BI DiI-HDL act, CDK5 inh, MITF TRPM1 HTS, PvdQ inh, dFosB activator, Wnt bcat act, HTR5A ag ctr, RTF Ca sens act, Rtt109 HAT inh, SR-BI DiI inh
- Cc1noc(NS(=O)(=O)c2ccc(NC(=O)CCn3c(=O)oc4ccccc43)cc2)c1C
    20, 0.3, -12, 1, 2, -5, -2, 1, 3, -20
- Cc1ccnc(NC(=O)c2cccc(NC(=O)COc3ccccc3)c2)c1
    -18, 0.5, 17, -7, -15, 2, -5, -2, 0, 18
- FC(F)Sc1ccc(NC2=NCCCCC2)cc1
    9, 0.4, x, -12, 4, 0, 1, 5, -2, -9
- COc1ccc(-c2noc(-c3ccccc3C(=O)NCc3ccco3)n2)cc1
    -28, -3.0, 24, 4, -10, 5, -1, -3, -5, 28
- CC(=O)Nc1cccc(NC(=O)c2ccc3c(c2)CCN3S(=O)(=O)c2ccccc2)c1
    -72, 0.5, -2, -11, -14, 1, 3, -1, 11, u

# Other results
Structure	SR-BI DiI-HDL act	CDK5 inh	MITF TRPM1 HTS	PvdQ inh	dFosB activator	Wnt bcat act	HTR5A ag ctr	RTF Ca sens act	Rtt109 HAT inh	SR-BI DiI inh
CC1=NOC(=O)/C1=C\c1ccc2c(c1)OCO2	24	-1.8	-6	-22	6	0	3	5	8	-24
COc1ccc(S(N)(=O)=O)cc1C(=O)N1CCCC1	12	1.3	7	-16	3	-1	2	-1	-6	-12
CCc1ccc(S(=O)(=O)Nc2cccc(-c3ccc4nnc(C)n4n3)c2)s1	-32	-1.8	7	-11	1	4	6	-3	-6	32
CCCOc1ccc(/C=c2\sc3nc(-c4ccco4)nn3c2=O)cc1OCC	-19	-0.4	8	-13	-9	x	3	3	7	19
COC(=O)[C@H](NC(=O)c1cc(-c2ccccc2)nc2ccccc12)c1ccccc1	-39	-0.6	2	-11	-3	2	-2	-1	-4	39
CCOC(=O)c1[nH]c(=O)[nH]c1COC(=O)c1cc2ccccc2o1	-3	0.2	-1	-1	-4	-2	-3	6	-2	3
O=S(=O)(NCC1CCCO1)c1ccc(S(=O)(=O)N(Cc2ccccc2F)C2CCCCC2)cc1 (configuration not stated)	23	1.3	0	-17	-20	0	0	-13	16	-23
COc1ccc(C(CC(=O)Nc2ncccc2C)N2Cc3ccccc3C2=O)cc1 (configuration not stated)	4	0.2	-6	3	-5	0	-3	-4	-4	-4
O=C(NC1CCCN(c2ccc(C(F)(F)F)cn2)C1)c1ccnc(Cl)c1 (configuration not stated)	-11	0.2	-3	0	-8	-1	-2	-3	8	11
NNC(=O)c1cc(-c2ccco2)[nH]n1	4	-4.2	-2	-8	-1	-7	6	-4	-18	-4
Cc1c(C)c2ccc(OCc3ccc(C(=O)O)o3)c(C)c2oc1=O	-2	-1.2	x	8	-6	18	3	5	7	2
Cc1nc2ncccn2c1-c1csc(NCc2ccco2)n1	10	1.5	x	12	-9	x	-4	-9	11	-10
Cc1ccc(-c2nnc(SCC#CCOC(=O)c3cccs3)o2)cc1	1	1.6	x	-11	-6	11	-4	9	-4	-1
CC(C)(C)c1ccc2c(c1)OC(C(=O)N/N=C\c1ccncc1)CO2 (configuration not stated)	21	1.3	8	-6	-5	-5	2	-9	-7	-21
CCCNC(=O)N1CCC(c2ccc3c(c2)OCO3)CC1	18	0.2	-3	-8	1	1	10	-2	-3	-18
COC(=O)N/N=C/c1cccc([N+](=O)[O-])c1	20	0.7	x	-7	2	-1	1	5	-3	-20
CSc1ncccc1C(=O)OCC(=O)NCc1cccs1	7	0.0	8	17	0	-3	4	-1	0	-7
CCCOC1CCCN(Cc2nc(-c3cnccn3)no2)C1 (configuration not stated)	4	-0.2	5	-9	-8	-1	0	2	-2	-4
CCN(C(=O)COC(=O)CNC(=O)C12CC3CC(CC(C3)C1)C2)C1CCS(=O)(=O)C1 (configuration not stated)	5	0.8	-2	-8	1	-1	2	0	-6	-5
CCCC(=O)Nc1c2c(nn1-c1ccc(OC)cc1)CS(=O)C2 (configuration not stated)	4	0.0	-8	2	-7	x	3	-13	11	-4
COc1cc(C(=O)Nc2cccc(-c3nc4cc(C)cc(C)c4o3)c2)cc(OC)c1OC	-54	-2.8	3	-7	-5	x	1	4	x	54
COc1cccc(NC(=O)COC(=O)c2ccc3c(c2)OCO3)c1	47	-0.3	-2	-7	-8	0	1	-4	1	-47
CCOCCCn1c(SCC(=O)NC(C)(C)C)nc2ccccc2c1=O	20	2.7	x	12	-2	-7	0	-1	1	-20
COc1ccc(NC(=O)CCCCC(=O)Nc2ccc(OC)cc2OC)c(OC)c1	-39	4.6	x	4	5	0	-2	5	-11	39

# Grouped by structure, those above containing a Cl atom (4)
Structure	SR-BI DiI-HDL act	CDK5 inh	MITF TRPM1 HTS	PvdQ inh	dFosB activator	Wnt bcat act	HTR5A ag ctr	RTF Ca sens act	Rtt109 HAT inh	SR-BI DiI inh
O=C(CCc1nnc(COc2ccccc2)o1)NCc1ccc(Cl)s1	10	0.0	-7	4	1	-1	7	5	15	-10
O=C(Nc1cccn2ncnc12)c1ccc(Cl)cc1	24	0.2	29	-2	2	6	-5	-1	-1	-24
O=C(CSc1nnc(-c2cccnc2)n1Cc1ccco1)c1ccc(Cl)cc1	x	-4.3	x	-20	-9	-2	-3	1	-36	x
O=C(NC1CCCN(c2ccc(C(F)(F)F)cn2)C1)c1ccnc(Cl)c1 (configuration not stated)	-11	0.2	-3	0	-8	-1	-2	-3	8	11

# Bioassay records as filed in PubChem.
